# Screens from PubChem.
# TRPM1 prom inh – MITF TRPM1 promoter inhibition in SK-MEL-5 cells. SK-MEL-5 TRPM1 promoter luciferase, 24 h. inhibition, % at 12.5 µM. hit rate 0.83% among 330,000;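 active = mean inhibition across replicates of 60% or more, whatever share of single replicates reaches that level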; note: values of inactives mirror those of a sister screen read the other way
# PDI inh – inhibitors of human protein disulfide isomerase; AID 588391; P07237; PDI insulin aggregation turbidity, A650, 90 min; hit rate 0.052% among 350,000; inhibition, % at 10 µM;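 active = mean inhibition across replicates of 30% or more, whatever share of single replicates reach that level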;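 note: absorbance from insulin aggregation driven by PDI reduction with DTT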
# NR2E3 ag-1 – agonists of human nuclear receptor NR2E3 | Q9Y5X4 | GST-NR2E3/biotin-RetCOR TR-FRET, 1536-well | inhibition of corepressor binding, % at 4.78 µM | hit rate 0.12% among 320,000 | AID 2300;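 active = percent inhibition above the cutoff of mean plus 3 SD of all tested compounds, set per screening campaign, cut at about 20% in these data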;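 note: 0% = DMSO wells and 100% = biotin wells as full block of FRET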
# Target sequence (Q9Y5X4 whole entry, looked up): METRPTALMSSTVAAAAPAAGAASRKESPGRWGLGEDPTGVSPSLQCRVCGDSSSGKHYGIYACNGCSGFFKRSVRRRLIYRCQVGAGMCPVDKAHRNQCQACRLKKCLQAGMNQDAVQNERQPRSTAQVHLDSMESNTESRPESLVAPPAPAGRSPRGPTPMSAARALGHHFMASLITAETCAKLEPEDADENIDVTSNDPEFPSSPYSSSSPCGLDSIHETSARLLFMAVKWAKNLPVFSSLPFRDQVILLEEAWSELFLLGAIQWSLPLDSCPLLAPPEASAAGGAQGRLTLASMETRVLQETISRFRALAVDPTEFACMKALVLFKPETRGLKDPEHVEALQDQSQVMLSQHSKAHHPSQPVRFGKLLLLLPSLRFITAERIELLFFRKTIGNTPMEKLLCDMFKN
#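 Test system – NR2E3–RetCOR corepressor complex · Quantity – NR2E3 fusion 1.35 nM · Buffer or medium – Tris pH 7.5 · Incubation – Compound–protein incubation for 5 h at 4 °C · Technique – TR-FRET, Eu(K)-anti-GST donor, streptavidin-D2 acceptor, ex 340, em 617/671 nm · Evaluation – percent inhibition of 671/617 nm emission ratio versus biotin and DMSO controls · Plate – 1536-well format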
# HIF-2a block – HIF-2a inhibition; 786-0 RCC cells HIF-2a reporter, luciferase luminescence, overnight; inhibition, % at 18.8 µM; hit rate 0.72% among 360,000; AID 624352;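 active = inhibition of the luminescence signal of 40% or more relative to plate controls, in a single-dose primary screen at 18.75 µM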
# CaV13 FRET inh – Primary screen for inhibitors of IQ motif and Ca2+-dependent inactivation inhibitor domain binding in CACNA1D, Förster resonance energy transfer in living cells, … | hit rate 0.098% among 340,000 | HEK cells, CFP/YFP FRET ICDI-IQ, plate reader, 10 min; percent FRET-ratio fall versus neutral wells | inhibition, % at 12.3 µM;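 active = mean replicate inhibition of at least 30% and at least 1% of replicates passing that level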;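 note: 0% = median of the neutral control wells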
# Vif imaging – inhibitors of HIV Vif | HEK293T cells, Vif self-association by quenched fluorescence, imaging, 24 h | inhibition, % at 7.49 µM | hit rate 0.35% among 340,000; in the data active = inhibition above about 50%, passing the limit was not always enough; note: some results filed as inactive read as strong as hits
# Peg3 prom inh – inhibitors of Peg3 promoter; hit rate 1.7% among 360,000; inhibition, % at 20 µM; HeLa PEG-Prom luciferase reporter, luminescence, overnight; AID 588405;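 active = inhibition of at least 50% at 20 µM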
# iPSC survival up – enhancers of human iPSC single-cell survival. hit rate 0.044% among 360,000. AID 602274. hiPSC single-cell survival, ATPlite luminescence; 100% = ROCK inhibitor wells, 0% = DMSO. survival enhancement, % at 20 µM; in the data active = survival enhancement above about 18%;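 note: cells exposed to compounds for 16 hours before the ATP read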
# NR2E3 ag-2 – agonists of human NR2E3 nuclear receptor. inhibition of corepressor binding, % at 3.98 µM. AID 602229. hit rate 0.35% among 360,000. CHO-S Gal4-NCOR/VP16-NR2E3 two-hybrid, luciferase. Q9Y5X4;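 active = inhibition above the mean of all tested compounds plus 3 SD, cut at about 70% in these data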;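 note: 0% = DMSO with NR2E3 transfected cells and 100% = cells lacking NR2E3 construct; higher means lower luciferase signal from less NR2E3 corepressor binding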
# Exocytosis inh – blocks lytic granule exocytosis. TALL-104 LAMP-1 surface exposure, flow cytometry; cells stimulated with thapsigargin and PMA. inhibition, % at 10 µM. hit rate 0.66% among 360,000;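 active = inhibition above about 55%, limit read from the data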
# aDG glyco act – alpha-DG glycosylation activation. Pro5-aDG cells, alpha-DG glycosylation AlphaScreen (IIH6); 0% Pro5, 100% B10-LARGE cell signal. activation, % at 10 µM. hit rate 0.22% among 360,000. AID 624168;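 active = activation of at least 8% versus controls, or a plate z-score of at least 8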;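 note: Pro5 are CHO cells carrying HIG-tagged alpha-DG that lacks glycosylation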
# * marks the source's active call; other numbers are inactive results; · = not tested or not shown.
# Order of results – TRPM1 prom inh | PDI inh | NR2E3 ag-1 | HIF-2a block | CaV13 FRET inh | Vif imaging | Peg3 prom inh | iPSC survival up | NR2E3 ag-2 | Exocytosis inh | aDG glyco act
[1] COc1cc(COC(=O)c2cnc(C)cn2)c(OC)cc1Br
→ -10 | -9 | 2 | -1 | -3 | 0 | -17 | -0.3 | -3 | -22 | -0.1
[2] Cc1nnc(C)n1/N=C/c1cc(Br)cc(Br)c1O
→ 14 | -4 | -1 | 13 | · | 0 | 26 | -1.1 | -5 | 1 | 0.1
[3] Cc1cc(C)c2c(N)c(C(=O)Nc3ccccc3F)sc2n1
→ -45 | -16 | 6 | -341 | -1 | -7 | -292 | -0.6 | -128 | 7 | 0.2
[4] CCCc1nnc(NC(=O)CCC(=O)N2CCN(C3CCCC3)CC2)s1
→ -2 | -2 | 2 | 6 | -3 | 7 | 0 | -0.4 | 6 | 0 | -0.1
[5] COc1ccc(OC)c2sc(NC(=O)C(C)C)nc12
→ 11 | · | -1 | 5 | 10 | -6 | -2 | -0.8 | -18 | -4 | -0.1
[6] COC(=O)c1oc2ccc(OC)cc2c1N
→ -41 | -2 | 0 | -83 | -6 | 2 | -112 | -1.7 | -23 | 2 | -0.1
[7] CCOC(=O)C1C(=O)C=C(C)C(C(=O)OCC)C1c1ccc(OC)cc1 (stereo unspecified)
→ -6 | -3 | 3 | 1 | -4 | -11 | 2 | -1.2 | 0 | -2 | 0.1
[8] Cc1ccc(C2=NOC(=O)/C2=C\c2ccc(C)o2)cc1
→ 26 | -10 | -1 | 42* | -18 | -5 | 36 | -0.7 | -5 | 26 | 0.1
[9] O=C(Nc1cccc(S(=O)(=O)C(F)F)c1)c1ccc(S(=O)(=O)N2CCCC2)cc1
→ 13 | -3 | 0 | 14 | -6 | -3 | 25 | 1.9 | 9 | 1 | -0.5
[10] O=C(O)CSCc1nc2cccnc2n1C1CCCCC1
→ -6 | -8 | -3 | 18 | -8 | 43 | 11 | -0.5 | 20 | -18 | 0.0
[11] Cc1nc(NC(=O)CSc2cc(C)c3ccccc3n2)c(Cl)cc1Cl
→ -2 | 6 | 1 | 14 | -2 | 13 | 14 | -1.6 | 11 | 1 | 0.5
[12] C=CCNC(=O)c1ccccc1NS(=O)(=O)c1ccc(OC)c(C(=O)N2CCOCC2)c1
→ · | -7 | 2 | 11 | -2 | 15 | 4 | 0.1 | -2 | 5 | -0.1
[13] CCOC(=O)C1CCN(S(=O)(=O)CCNC(=O)c2ccccc2)CC1
→ -10 | -1 | 3 | 9 | -15 | 4 | -9 | -0.5 | -11 | 14 | -0.1
[14] CCCCn1c(N)c(N(CCC(C)C)C(=O)COC(=O)c2ccc(CC)cc2)c(=O)[nH]c1=O
→ 8 | -5 | · | 12 | · | -1 | 9 | 0.9 | 1 | 1 | 0.1
[15] CC(C)N(CC#CCC(O)(c1ccccc1)C1CCCC1)CCO (stereo unspecified)
→ 0 | 1 | 5 | 23 | -3 | 3 | 8 | 2.9 | -15 | -2 | 0.1
[16] OC(CCN1CCC2CCC(C2)C1)c1ccc(Br)cc1 (stereo unspecified)
→ -5 | -1 | · | -5 | -6 | -9 | -3 | 4.8 | 13 | 59* | 0.1
[17] CCC(Oc1ccccc1)C(=O)Nc1ccc(S(=O)(=O)Nc2cc(C)on2)cc1 (stereo unspecified)
→ -1 | 4 | -1 | 5 | -4 | 11 | 41 | -0.5 | -4 | -5 | -0.1
[18] CCOC(=O)N(C)c1c(CC)nc2c(OCc3cc(Cl)cc(Cl)c3)cccn12
→ · | -1 | · | 15 | -7 | -9 | 25 | -1.9 | 11 | 15 | 1.4
[19] Cc1nc2nc(-c3cccs3)[nH]c2cc1Br
→ -31 | -1 | 2 | -332 | -15 | -6 | -300 | -0.5 | -126 | -7 | 0.3
[20] COC(=O)CCNc1ccc2c(c1)OCCO2
→ 4 | 4 | -6 | 42* | · | -28 | -69 | -3.0 | 47 | -6 | 0.0
[21] CN(C#N)c1nccc(-c2cccs2)n1
→ -8 | 8 | 0 | -42 | 9 | -10 | -56 | -0.9 | -20 | -3 | 0.0
[22] CNC(=O)NC(=O)C(C)OC(=O)c1cc2c(s1)CCCCC2 (stereo unspecified)
→ -2 | -2 | 1 | 3 | -3 | 0 | -8 | 2.7 | -9 | -5 | 0.1
[23] CC(C)(C)C(=O)/C=c1\s/c(=C\c2ccc(-c3ccc([N+](=O)[O-])cc3)o2)c(=O)n1CC(=O)NC(N)=O
→ 2 | 6 | 5 | -5 | -12 | · | 55* | -0.3 | -9 | 58* | -0.8

# 6 records drawn at random from those above, as already listed:
# Order of results – TRPM1 prom inh | PDI inh | NR2E3 ag-1 | HIF-2a block | CaV13 FRET inh | Vif imaging | Peg3 prom inh | iPSC survival up | NR2E3 ag-2 | Exocytosis inh | aDG glyco act
[12] C=CCNC(=O)c1ccccc1NS(=O)(=O)c1ccc(OC)c(C(=O)N2CCOCC2)c1
→ · | -7 | 2 | 11 | -2 | 15 | 4 | 0.1 | -2 | 5 | -0.1
[15] CC(C)N(CC#CCC(O)(c1ccccc1)C1CCCC1)CCO (stereo unspecified)
→ 0 | 1 | 5 | 23 | -3 | 3 | 8 | 2.9 | -15 | -2 | 0.1
[5] COc1ccc(OC)c2sc(NC(=O)C(C)C)nc12
→ 11 | · | -1 | 5 | 10 | -6 | -2 | -0.8 | -18 | -4 | -0.1
[21] CN(C#N)c1nccc(-c2cccs2)n1
→ -8 | 8 | 0 | -42 | 9 | -10 | -56 | -0.9 | -20 | -3 | 0.0
[1] COc1cc(COC(=O)c2cnc(C)cn2)c(OC)cc1Br
→ -10 | -9 | 2 | -1 | -3 | 0 | -17 | -0.3 | -3 | -22 | -0.1
[23] CC(C)(C)C(=O)/C=c1\s/c(=C\c2ccc(-c3ccc([N+](=O)[O-])cc3)o2)c(=O)n1CC(=O)NC(N)=O
→ 2 | 6 | 5 | -5 | -12 | · | 55* | -0.3 | -9 | 58* | -0.8
